Compound activity: PubChem BioAssay, several laboratories
sEH activator: increases human soluble epoxide hydrolase activity | actives 0.04% (n = 91,000) | AID 717 | P34913 | purified human sEH enzymatic activity, activator screen | activation, % at 2 µM; in the data active means activation above about 37%; further: values of inactives mirror those of a sister screen read the other way
S1P2 antag: S1P2 (human) receptor antagonism | O95136 | cell-based S1P2 antagonist assay, inhibition at 5 uM | inhibition, % at 5 µM | actives 0.21% (n = 97,000); in the data active means inhibition above about 45%;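 further: CRE beta-lactamase reporter cells expressing human S1P2 stimulated with S1P; 0% = agonist at EC80 alone and 100% = agonist plus reference antagonist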
PostGolgi yeast: growth inhibition of a yeast mutant, post-Golgi transport screen; post-Golgi transport phenotypic cell assay; AID 739; inhibition, % at 10 µM; actives 0.9% (n = 98,000);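 further: yeast cells grown in 1536-well plates; yeast grown about 18 h at 30C before absorbance read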
E coli WT exp: blocks growth of wild type E. coli BW25113; OD600 absorbance; growth inhibition, % at 100 µM; actives 0.15% (n = 98,000); AID 710;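 active means growth inhibition above about 50% at one test dose, limit read from the data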;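 further: growth measured after 20 h incubation at 37 °C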
PostGolgi ctrl: growth of the yeast control strain, post-Golgi counter-screen. inhibition, % at 10 µM. actives 5% (n = 98,000). efflux-deficient yeast background strain, growth absorbance A615, 16 h
sEH inh: soluble epoxide hydrolase (human) inhibition; recombinant human sEH enzymatic activity assay; AID 707; P34913; inhibition, % at 2 µM; actives 0.34% (n = 91,000); in the data active means inhibition above about 80%; further: values of inactives mirror those of a sister screen read the other way; many of its hits are not listed in these tables
PLAP act: human PLAP activation. purified PLAP enzyme, luminescent substrate read-out; hits give high values. activation fold at 20 µM. actives 1.2% (n = 96,000). AID 696; in the data active means activation fold above about 2
S1P2 agonist: S1P2 (human) receptor agonism; activation, % at 4.5 µM; AID 729; S1P2-expressing cell line, agonist reporter read-out; actives 0.46% (n = 97,000); in the data active means activation above about 16%;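 further: 0% = vehicle low control and 100% = maximal reference agonist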
Mac1 fbg inh: inhibitors of human CD11b/CD18 binding to fibrinogen; inhibition, % at 10 µM; P05107+P11215; K562 CD11b/CD18 adhesion to fibrinogen, ATPlite luminescence; Mn2+ added to activate the integrin; actives 0.54% (n = 93,000);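 active means primary inhibition of 50% or more at 10 µM, then 40% or more on retest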; further: some results filed as inactive read as strong as hits
Target sequence (P05107 whole entry, looked up, other chains not shown): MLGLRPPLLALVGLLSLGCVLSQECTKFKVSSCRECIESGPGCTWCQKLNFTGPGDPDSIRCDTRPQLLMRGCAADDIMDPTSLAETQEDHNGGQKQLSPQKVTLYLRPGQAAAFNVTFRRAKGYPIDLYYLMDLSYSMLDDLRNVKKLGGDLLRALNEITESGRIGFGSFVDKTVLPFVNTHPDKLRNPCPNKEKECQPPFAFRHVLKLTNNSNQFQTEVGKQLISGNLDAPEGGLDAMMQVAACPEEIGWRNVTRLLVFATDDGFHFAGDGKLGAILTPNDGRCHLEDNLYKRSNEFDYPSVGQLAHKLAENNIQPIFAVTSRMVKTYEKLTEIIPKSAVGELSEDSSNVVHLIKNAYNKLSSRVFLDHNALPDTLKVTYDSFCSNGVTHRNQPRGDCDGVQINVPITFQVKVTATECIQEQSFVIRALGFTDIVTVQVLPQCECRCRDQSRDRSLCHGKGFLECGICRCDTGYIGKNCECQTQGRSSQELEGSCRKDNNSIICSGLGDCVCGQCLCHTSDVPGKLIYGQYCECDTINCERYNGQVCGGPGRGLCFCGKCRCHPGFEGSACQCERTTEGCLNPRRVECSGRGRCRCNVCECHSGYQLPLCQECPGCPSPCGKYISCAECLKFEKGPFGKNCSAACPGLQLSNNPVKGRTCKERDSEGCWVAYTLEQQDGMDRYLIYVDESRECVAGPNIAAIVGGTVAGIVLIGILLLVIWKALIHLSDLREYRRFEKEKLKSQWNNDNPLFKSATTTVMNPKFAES
An asterisk follows results filed as active; . = no result given. Unless noted, no stated cut-off is given here; in the data, active means inhibition above about 30%; inactive means the rest.

1. COC(=O)C(NC(=O)C(NC(=O)c1ccccc1)C(C)C)C(C)C (stereo not drawn)
2. CCCCn1c(=O)n(Cc2cccc(F)c2)c(=O)c2c1ncn2Cc1ccco1
3. CCOC(=O)CSc1nnc(-c2ccoc2C)n1-c1ccc(C)cc1
4. CCOC(=O)CC12CN3CN(C1)CC(CC(=O)OCC)(C3)C2=O
5. N=C1N(/N=C/c2ccccc2)C(=Nc2ccccc2)C(=S)N1c1ccccc1
6. O=C(CSc1nc2ccccc2c(=O)[nH]1)N1CCCCC1
7. CN(CC(=O)O/N=C(\N)c1ccc([N+](=O)[O-])cc1)S(=O)(=O)c1ccc2ccccc2c1
8. CC(C)NC(=O)CCS(=O)(=O)c1cccc2nonc12
9. CCn1c(SCC(=O)Nc2oc(-c3ccccc3)c(-c3ccccc3)c2C#N)nnc1-c1cc(OC)cc(OC)c1
10. CCN(CC)S(=O)(=O)c1cc(C(=O)Oc2ccccc2OC)ccc1OC
Assay by compound,1,2,3,4,5,6,7,8,9,10
sEH activator,0,-9,-2,12,-1,13,0,-3,5,8
S1P2 antag,-5,2,-3,8,-4,-1,4,4,-9,-9
PostGolgi yeast,-4,-10,.,0,.,-14,10,29,-4,-8
E coli WT exp,5,-6,.,2,.,3,-2,2,-17,-17
PostGolgi ctrl,3,39*,.,6,.,3,29,13,0,3
sEH inh,0,8,6,-12,1,-14,-4,2,-5,-8
PLAP act,1,1,.,1,.,1,0.8,1,2.2*,1.4
S1P2 agonist,0,-1,-3,-4,-4,-3,-3,-3,-1,-2
Mac1 fbg inh,-9,38,.,-23,.,6,-23,3,-2,-1

Profiles, quoted from the list. Values in the order: sEH activator, S1P2 antag, PostGolgi yeast, E coli WT exp, PostGolgi ctrl, sEH inh, PLAP act, S1P2 agonist, Mac1 fbg inh
N=C1N(/N=C/c2ccccc2)C(=Nc2ccccc2)C(=S)N1c1ccccc1 in the list: -1, -4, ., ., ., 1, ., -4, .
CN(CC(=O)O/N=C(\N)c1ccc([N+](=O)[O-])cc1)S(=O)(=O)c1ccc2ccccc2c1 in the list: 0, 4, 10, -2, 29, -4, 0.8, -3, -23
COC(=O)C(NC(=O)C(NC(=O)c1ccccc1)C(C)C)C(C)C (stereo not drawn) in the list: 0, -5, -4, 5, 3, 0, 1, 0, -9
CCOC(=O)CSc1nnc(-c2ccoc2C)n1-c1ccc(C)cc1 in the list: -2, -3, ., ., ., 6, ., -3, .
CCN(CC)S(=O)(=O)c1cc(C(=O)Oc2ccccc2OC)ccc1OC in the list: 8, -9, -8, -17, 3, -8, 1.4, -2, -1

The listing continues:
11. O=C(NC(=S)NNC(=O)c1cccs1)c1ccco1
12. O=S(=O)(c1ccc(F)cc1)n1ccc(-c2cccc(OCc3c(F)cccc3Cl)c2)n1
13. CCN(CCC(=O)O)c1ccccc1
14. COC(=O)c1ccc(CON2C(=O)c3ccccc3C2=O)cc1
15. Cc1csc(=Nc2ccc(S(=O)(=O)N3CCOCC3)cc2)n1Cc1ccco1
16. O=C(NCc1ccco1)c1ccc(Br)s1
17. Cc1ccccc1NC(=O)c1ccc(F)c(S(=O)(=O)N2CCN(c3ccccn3)CC2)c1
18. O=C(O)COc1ccc(/C=N/NC(=O)C2CCCN2S(=O)(=O)c2ccc(Cl)cc2)cc1 (stereo not drawn)
19. CC(=O)c1ccc(N2CCC(c3cc(-c4ccc(Cl)cc4Cl)n[nH]3)CC2)c([N+](=O)[O-])c1
20. CC(C)CCNC(=O)Cn1cc2c(n1)CCCCC2
Assay by compound,11,12,13,14,15,16,17,18,19,20
sEH activator,9,3,-1,-9,-15,.,-36,3,2,.
S1P2 antag,19,10,0,1,-7,.,4,-22,26,.
PostGolgi yeast,-16,7,-10,-4,-1,0,0,-10,15,0
E coli WT exp,67*,-3,-9,-11,-12,24,-6,1,-21,3
PostGolgi ctrl,-2,5,16,6,44*,3,13,4,4,4
sEH inh,-7,-1,1,8,18,.,35,-5,-5,.
PLAP act,2.2*,0.7,0.9,1,1.6,0.8,1,1.3,1.1,0.9
S1P2 agonist,-4,-3,-4,-5,-7,.,-1,-1,-8,.
Mac1 fbg inh,.,.,-16,-1,-2,3,.,-11,.,2

21. O=C(NCCc1c[nH]c2ccc(Cl)cc12)c1cccnc1
22. CSc1ccc(CNc2ccccc2)cc1
23. O=C(CSc1nnc(COc2ccccc2)n1Cc1ccco1)Nc1ccc2c(c1)OCCO2
24. O=C(Nc1nnc(CCN2CCOCC2)s1)C1CCCCC1
25. Cc1cc(C)n2nc(C(=O)NCc3ccccc3)nc2n1
26. Cc1nnc(NC(=O)CSc2ncnc3scc(-c4ccccc4)c23)s1
27. CN(C1CCCCC1)S(=O)(=O)c1ccc(NC(=O)c2ccc(Br)o2)cc1
28. COc1ccc(OCCCC(=O)NCC(C)C)cc1
29. O=C1CCCN1CCC1CCN(C(=O)Nc2ccccc2)CC1
30. CC(=O)Oc1ccc(N2C(=O)C3C4C=CC(CO)(O4)C3C2=O)cc1 (stereo not drawn)
Assay by compound,21,22,23,24,25,26,27,28,29,30
sEH activator,-4,7,18,.,-2,10,-64,-19,-8,1
S1P2 antag,3,21,6,8,0,-14,-4,1,21,-4
PostGolgi yeast,5,6,-3,-1,-4,4,-7,-1,-1,-10
E coli WT exp,16,4,-13,-3,6,-6,-7,3,-6,8
PostGolgi ctrl,7,2,4,-6,-3,-2,35*,3,5,-9
sEH inh,4,-4,-21,.,6,-7,65,19,7,-3
PLAP act,0.7,0.8,1,1.2,0.9,1.1,1.3,1.2,0.8,1.3
S1P2 agonist,-2,-7,-11,-3,-6,1,-9,-2,-1,0
Mac1 fbg inh,3,.,-15,2,5,.,2,9,-22,33

31. CCn1c(CCC(=O)Nc2nc3c(s2)CCCC3)nc2cc(S(=O)(=O)N(C)C)ccc21
32. COc1ccc(OC)c(CCNC(=O)CC2Oc3ccc(C)cc3NC2=O)c1 (stereo not drawn)
33. Cc1cc(C(=O)CSc2nnc(-c3ccco3)o2)c(C)n1Cc1ccco1
34. COc1cccc(C(=O)n2c(SC)nc3cc4c(cc32)OCCO4)c1
35. N/C(=N\S(=O)(=O)c1cccs1)c1ccccc1
36. COc1cc(C(C(=O)NC2CCCCC2)N(Cc2cccs2)C(=O)Cc2c[nH]c3ccccc23)cc(OC)c1OC (stereo not drawn)
37. CC(Sc1nncn1C)C(=O)Nc1nnc(-c2ccccc2)s1 (stereo not drawn)
38. Cc1cccc(N2CCN(C3=NC(=O)C(=C4CCCCC4)S3)CC2)c1
39. O=C(CN1C(=O)CC(c2ccco2)Sc2ccccc21)Nc1ccc2c(c1)OCCO2 (stereo not drawn)
40. N#CC1=C(N)SC(N)=C(C#N)C1Cc1ccccc1
Assay by compound,31,32,33,34,35,36,37,38,39,40
sEH activator,-4,.,10,8,-2,11,.,-6,.,-5
S1P2 antag,7,0,0,-24,-8,35,-12,-26,.,-9
PostGolgi yeast,-3,-5,-5,-2,-7,10,2,5,2,-1
E coli WT exp,8,-8,-9,3,9,-20,0,-6,-7,5
PostGolgi ctrl,33*,1,-2,-2,11,8,16,16,14,4
sEH inh,3,.,-13,-5,2,-8,.,7,.,7
PLAP act,1.4,0.9,0.9,1.1,0.9,1,1.2,1.1,0.9,1.2
S1P2 agonist,-2,-5,-2,-3,-3,-8,-1,-4,.,0
Mac1 fbg inh,-13,6,15,-9,-20,10,-18,0,-9,18

41. CCCc1cc(-c2n[nH]c(=S)n2C(C)c2ccccc2)cs1 (stereo not drawn)
42. COc1ccc(C(=O)NN2CCCCC2)cc1OC
43. COc1ccc2cc(CN(CC3CCCO3)S(=O)(=O)c3ccccc3)c(=O)[nH]c2c1 (stereo not drawn)
44. O=C(CSc1ncn[nH]1)Nc1ccc(Br)cc1F
45. CCCC(=O)C1=C(O)C(C(=O)OC)C(C)(C)CC1=NC (stereo not drawn)
46. Cc1c(C(O)CN2CCC(C(N)=O)CC2)c2ccccc2n1C (stereo not drawn)
47. Cc1ccc(C23CC4CC(CC(CC(=O)N5CCOCC5)(C4)C2)C3)cc1
48. CN1CCN(C(=O)c2ccc3c(c2)NC(=O)C(N2CCOCC2)S3)CC1 (stereo not drawn)
49. COc1ccc(/C=N/NC(=O)c2ccoc2C)cc1COc1ccc(Cl)cc1
50. COC(=O)Cc1cc(=O)n2[nH]c(C)cc2n1
Assay by compound,41,42,43,44,45,46,47,48,49,50
sEH activator,12,16,5,3,.,-5,1,-13,-10,14
S1P2 antag,7,12,-1,19,.,7,-16,5,6,-36
PostGolgi yeast,-4,1,-8,-7,-4,3,.,-10,11,0
E coli WT exp,6,-3,10,2,-3,-2,.,-7,-12,0
PostGolgi ctrl,42*,7,4,-2,-6,2,.,0,49*,-4
sEH inh,-10,-16,-3,-2,.,5,-5,14,12,-13
PLAP act,1.5,1,1.4,1.3,1.1,1,.,1.3,1.2,1
S1P2 agonist,-1,-6,-8,-4,.,-1,3,-10,-4,4
Mac1 fbg inh,10,-30,10,4,-11,8,.,13,6,-13

51. CCC1CCCCN1CCCNC(=O)CC1Oc2ccccc2NC1=O (stereo not drawn)
52. C=CCn1c(O)c(C(CC)=NCc2cccnc2)c(=O)[nH]c1=O
53. COC(=O)c1c(NC(=O)c2nc3ccccc3s2)sc2c1CCN(C(C)=O)C2
54. O=C(COc1ccc(Cl)cc1Cl)Nc1ccc2nc3n(c(=O)c2c1)CCCC3
55. CC(C)c1ccc(CN2CCC(C(=O)NCc3cccnc3)CC2)cc1
56. CC(C)NC(=O)c1cc(-n2cnnc2)ccc1Cl
57. CC(C)Cn1c(SCC(=O)NC(=O)NC2CCCC2)nc2ccccc21
58. CCOc1c(C(N)=O)c(-c2ccccc2)c2c(=O)[nH]c3ccccc3n12
Assay by compound,51,52,53,54,55,56,57,58
sEH activator,.,2,7,-9,-11,-9,-10,-2
S1P2 antag,0,-4,8,11,-1,-43,8,23
PostGolgi yeast,2,.,6,-3,2,1,-12,16
E coli WT exp,9,.,-4,-5,8,-2,4,-2
PostGolgi ctrl,0,.,26,2,4,8,11,11
sEH inh,.,-3,-8,8,13,10,10,-1
PLAP act,0.8,0.9,2.1*,1,1.4,0.9,1.7,0.8
S1P2 agonist,-7,-2,-5,-6,-4,-3,-8,-4
Mac1 fbg inh,-4,48,5,-8,-11,9,2,-17
